Screening data: PubChem, National Center for Advancing Translational Sciences (NCATS)
HTT ATP protect: Huntington cell model cytoprotection by ATP luminescence; Potency, µM (doses to about 56.4 µM), for the others: cytoprotection (ATP increase), usual class: activators; 230,000 compounds, 0.14% hits; PC12 HTT-Q103 induced, cytoprotection, ATP luminescence, 40 h;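 also: % of control where 0% means no effect; nearly all actives have a fitted effect of over 45% in size; toxic huntingtin expression switched on by the ecdysone agonist tebufenozide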
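Compounds were screened for protection of PC12 cells against cell death after tebufenozide induction (100 nM final) of mutant Huntingtin exon 1 (Q103) fused to GFP.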
HTT aggregate: mutant huntingtin aggregation inhibition. PC12 HttQ103-GFP aggregates, Acumen cytometry, 40 h. Potency, µM (doses to about 46.1 µM), inactives show top-dose activity change, negative = inhibition, actives largely listed as inhibitors. 220,000 compounds, 1.1% hits; also: % is scaled to controls: 0 for no effect and ±100 for the full control effect; nearly all actives have a fitted effect of over 60% in size
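Read-out: GFP aggregate count by laser scanning cytometer (488 nm excitation, 500-530 nm emission, 1–25 µm objects >6 SD above background). Cells: PC12, inducible HTTex1-Q103-GFP, 100 nM tebufenozide; compounds titrated.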
SMN2 splice up: SMN2 splice variant enhancement | HEK293 SMN2-luciferase splicing reporter, luminescence, 30-36 h | 210,000 compounds, 2.8% hits | Potency, µM (doses to about 46.1 µM), for inactives: at the top dose activity change, positive = activation, usual class: activators | AID 1458; also: % of control where 0% means no effect; nearly all actives have a fitted effect of over 55% in size
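HEK293 cells carry an SMN2 […]–luciferase reporter in which exon 7 inclusion puts luciferase in frame. Cells were plated 10-12 h before compound addition, then incubated 30-36 h at 37C. ONE-Glo luminescence was read; sodium butyrate at 4.5 mM final served as control.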
Tau fibril ThT: inhibitors of human tau fibril formation, thioflavin T binding; P10636; AID 1460; recombinant tau K18 P301L, heparin-induced fibrillization, ThT fluorescence; Potency, µM (titrated, usually from 57.4 µM), inactives show at the top dose activity, negative = inhibition, actives largely listed as inhibitors; 270,000 compounds, 2.1% hits; also: % is scaled to controls: 0 for no effect and ±100 for the full control effect; nearly all actives have a fitted effect of over 55% in size
Target sequence (P10636 561-689 P618L limits assumed): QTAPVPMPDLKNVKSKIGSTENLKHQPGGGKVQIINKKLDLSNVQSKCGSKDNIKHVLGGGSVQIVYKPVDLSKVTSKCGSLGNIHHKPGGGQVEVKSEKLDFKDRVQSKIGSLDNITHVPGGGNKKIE
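Heparin-induced (20 uM) aggregation of recombinant human K18 P301L tau, 15 uM unlabeled with 0.24 uM labeled, pH 7 acetate buffer, 6 hr at 37 C with compound. Fibrils quantified by 30 uM ThT fluorescence after 1 hr ambient incubation.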
ALDH1A1 inh: blocks purified human ALDH1A1 activity; Purified ALDH1A1, NADH fluorescence, propionaldehyde substrate; P00352; AID 1030; 220,000 compounds, 7.3% hits; Potency, µM (titrated, usually from 75.3 µM), for inactives: at the top dose activity, negative = inhibition, usual class: inhibitors; active = well fitted inhibition curve with a large enough effect, not every such curve was filed as active; inconclusive = small, poorly fitted or top-dose-only effect, or another doubt; inactive = no such curve, though single readings can be large or run the other way;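 also: plate controls were no enzyme wells and a reference inhibitor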
Target sequence (P00352 whole entry, looked up): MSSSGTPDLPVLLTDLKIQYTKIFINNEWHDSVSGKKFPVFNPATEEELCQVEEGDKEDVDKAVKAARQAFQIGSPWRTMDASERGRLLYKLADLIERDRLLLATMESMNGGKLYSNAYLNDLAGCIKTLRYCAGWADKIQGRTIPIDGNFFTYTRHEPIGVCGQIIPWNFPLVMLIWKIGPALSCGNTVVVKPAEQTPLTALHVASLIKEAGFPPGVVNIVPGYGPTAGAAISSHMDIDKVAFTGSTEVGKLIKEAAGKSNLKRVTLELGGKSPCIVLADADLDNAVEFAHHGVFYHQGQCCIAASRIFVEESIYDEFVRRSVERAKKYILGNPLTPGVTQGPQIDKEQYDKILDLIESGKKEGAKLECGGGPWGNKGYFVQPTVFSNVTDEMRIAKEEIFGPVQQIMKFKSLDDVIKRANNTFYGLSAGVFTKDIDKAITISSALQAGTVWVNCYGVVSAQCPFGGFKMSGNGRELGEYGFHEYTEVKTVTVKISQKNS
KDM4E inh: JMJD2E (human) inhibition | Potency, µM (highest dose often 57.1 µM), inactives show at the highest dose activity change, negative = inhibition, actives largely listed as inhibitors | JMJD2E catalytic domain, FDH-coupled NADH fluorescence (FDH is formaldehyde dehydrogenase) | 230,000 compounds, 1.6% hits | B2RXH2; active = well fitted inhibition curve with a large enough effect, not every such curve was filed as active; inconclusive = small, poorly fitted or top-dose-only effect, or another doubt; inactive = no such curve, though single readings can be large or run the other way;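 also: 0% = wells with enzyme and -100% = buffer wells without enzyme; nearly all actives have a fitted effect of over 50% in size; many of its hits are not listed in these tables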
Target sequence (B2RXH2 1-337 limits assumed): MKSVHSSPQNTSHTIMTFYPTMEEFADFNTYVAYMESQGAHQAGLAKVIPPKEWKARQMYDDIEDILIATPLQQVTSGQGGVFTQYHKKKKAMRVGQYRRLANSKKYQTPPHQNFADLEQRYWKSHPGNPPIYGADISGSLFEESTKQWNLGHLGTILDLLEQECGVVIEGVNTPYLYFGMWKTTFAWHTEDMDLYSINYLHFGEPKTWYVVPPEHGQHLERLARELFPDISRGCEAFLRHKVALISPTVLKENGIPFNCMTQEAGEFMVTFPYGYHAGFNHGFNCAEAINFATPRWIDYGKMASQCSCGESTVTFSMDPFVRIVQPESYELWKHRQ
Tau fibril FP: tau fibrillization inhibition (FP); K18 P301L tau heparin fibrillization, Alexa594 FP, 6 h; P10636; Potency, µM (titrated, usually from 57.7 µM), without a hit: top-dose activity, negative = inhibition, actives largely listed as inhibitors; 280,000 compounds, 0.39% hits; also: % is scaled to controls: 0 for no effect and ±100 for the full control effect; nearly all actives have a fitted effect of over 55% in size
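Quantitative HTS format: compounds meet 15 uM recombinant K18 P301L tau and Alexa 594-tau tracer in 100 mM sodium acetate pH 7; 20 uM heparin triggers fibrillization at 37 C over 6 hr; FP gives the signal.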
Tau fluor cs: counter-screen for tau fibril formation inhibitors; 280,000 compounds, 0.93% hits; Potency, µM (top dose mostly 57.7 µM), for the others: top-dose activity change, negative = decrease; AID 1463; tau K18 P301L (four-repeat tau fragment) Alexa594 fluorescence, heparin fibrillization; also: % is scaled to controls: 0 for no effect and ±100 for the full control effect; nearly all actives have a fitted effect of over 55% in size
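Human K18 P301L tau (15 uM unlabeled plus 0.24 uM Alexa 594-labeled, final) in 100 mM sodium acetate pH 7 was mixed with compound and 20 uM heparin and incubated 6 hr at 37 C.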
* = called active by the depositor; ? = inconclusive; nt = no result given; & = joins results of further samples; [ ] = remark or other dose. Unless noted, calls follow the shape of the dose curve; as a rule, active = well fitted curve in the direction sought with a large enough effect; inconclusive = small, poorly fitted or top-dose-only effect, or another doubt; inactive = no such curve, though single readings can be large; an effect the other way counts as inactive or inconclusive. Potency is read from the fitted curve at half-maximal effect. Some of the compounds tested (hit frequency here may not be typical).

1. O=C(CSc1nc(C2CC2)nc2ccccc12)N1c2ccccc2Sc2ccccc21
2. COc1cccc(CNC(=O)C(c2ccc(Cl)cc2)C(C)C)c1 (stereo unspecified)
3. O=C(Cn1c(=O)oc2cc(S(=O)(=O)N3CCCC3)ccc21)NCc1ccccn1
4. Cn1cccc1/C=N/NC(=O)C(O)c1ccccc1 (stereo unspecified)
5. CC1=Nc2cc(C(=O)NC(C)C)ccc2Sc2ccc(C)cc21
6. CCC(C)C1C(C#N)=C(N)Oc2n[nH]c(-c3ccccc3)c21 (stereo unspecified)
Assay by compound	1	2	3	4	5	6
HTT ATP protect	-22%[10 µM]	-9%[10 µM]	-6%	21%[10 µM]	nt	-14%
HTT aggregate	7%	-7%	-4%	-11%[9.22 µM]	nt	1%
SMN2 splice up	-51%[inhibitor]	-11%	0%	nt	-15%	5%
Tau fibril ThT	?	-1%	3%	nt	-16%	-7%
ALDH1A1 inh	5%	?	18µM*	nt	nt	1%
KDM4E inh	-4%	-1%	-1%	25µM*	nt	3%
Tau fibril FP	-15%	4%	-16%	5%[11.6 µM]	0%	-8%
Tau fluor cs	-20%	-2%	-2%	14%[11.6 µM]	-17%	-18%

7. N#Cc1cc(-c2ccccc2)nnc1Sc1ccccc1
8. O=C(Oc1ccccc1C(=O)N1CCOCC1)c1cccc(Br)c1
9. CCOC(=O)C1CCN(C(=O)c2ccco2)CC1
10. COC(=O)c1ccc(C)c(NC(=O)c2c(-c3ccccc3)noc2C)c1
11. CC(C)CN1C(=O)c2ccc(NC(=O)c3ccco3)cc2C1=O
12. NCCCC[C@H]1CNC(=O)C(=O)N1CCc1cccc(F)c1
Assay by compound	7	8	9	10	11	12
HTT ATP protect	-7%	-4%	17%[10 µM]	-10%	1%[10 µM]	3%[10 µM]
HTT aggregate	-12%	5%	9%	-16%	-5%[9.22 µM]	-15%[9.22 µM]
SMN2 splice up	-9%	-9%	-7%	nt	nt	nt
Tau fibril ThT	-5%	2%	-4%	-9%	-9%	-5%
ALDH1A1 inh	-11%	5%	-5%	-7%	?	nt
KDM4E inh	4%	-1%	4%	-3%	-3%	-1%
Tau fibril FP	-6%	7%	-6%	-11%	0%	-4%
Tau fluor cs	-3%	2%	-9%	-10%	-26%	-3%

13. O=C(COC(=O)Cn1cnc2ccccc2c1=O)Nc1ccccc1Sc1ccc(Cl)cc1
14. CCCCCCCCn1ccc(=N)cc1
15. O=C(Nc1ccccc1)N(C1=NCCCCS1)c1cccc2ccccc12
16. Cc1cc(Nc2c(C)n(C)n(-c3ccccc3)c2=O)n2c(nc3cc(F)c(F)cc32)c1C#N
17. N/C(=N\OC(=O)CCC1CCCC1)c1cccnc1
18. Cc1ccc(S(=O)(=O)N2CCCC(c3nnc4n3-c3ccccc3SC4)C2)cc1 (stereo unspecified)
Assay by compound	13	14	15	16	17	18
HTT ATP protect	-3%[1.9 µM]	-64%[inhibitor][10 µM]	-26%	16%[10 µM]	-20%[10 µM]	-14%[10 µM]
HTT aggregate	-7%	-45%[9.22 µM]	-10%	-2%[9.22 µM]	-4%	-13%
SMN2 splice up	-18%	nt	?	nt	15%	-19%
Tau fibril ThT	-4%	-3%	-8%	?	1%	-8%
ALDH1A1 inh	-1%	nt	-10%	nt	?	1%
KDM4E inh	1%	2%	-12%	-14%	2%	4%
Tau fibril FP	4%	5%	-1%	10%	4%	3%
Tau fluor cs	-24%	1%	-2%	-20%	-1%	0%

19. Cc1cc(N2CCN(c3ccccc3)CC2)nc(NCc2ccccc2)n1
20. COc1cc(C(=O)OCn2nnc3ccccc3c2=O)cc(OC)c1OC
21. CC(C)CNC(=O)CCSc1nc(-c2ccc3c(c2)OCO3)cc(C(F)(F)F)n1
22. C=C(C)CSc1nnc([C@@H](NC(=O)OC(C)(C)C)C(C)CC)o1 (stereo partly specified)
23. Oc1ccc(N2CCN(Cc3ccc(OCCCN4CCCCC4)cc3)CC2)cc1
24. O=C(C1=C[C@@H](c2ccccc2)C[C@@H](OCc2ccc(CO)cc2)O1)N1CCCCCCC1
Assay by compound	19	20	21	22	23	24
HTT ATP protect	11%[10 µM]	-4%	nt	-1%	nt	32%[10 µM]
HTT aggregate	9%	12%	nt	10%	16%	16%[9.22 µM]
SMN2 splice up	-11%	0%	7%	nt	3%	nt
Tau fibril ThT	-14%	0%	3%	-2%	?	?
ALDH1A1 inh	3%	-4%	nt	2%	?	25µM*
KDM4E inh	-5%	-1%	nt	3%	-19%	-17%
Tau fibril FP	1%	-2%	-9%	8%	-9%	-5%
Tau fluor cs	-14%	-3%	-12%	0%	-10%	-17%

25. Cn1c(COc2ccc3ccccc3c2)nnc1SCC(=O)OC1CCCCC1
26. COC(=O)CSc1nc(-c2ccc(F)cc2)cc(C(F)(F)F)n1
27. CCNC(=S)Nc1ccc(-c2nc3ccccc3[nH]2)cc1
28. O=C(O)Cc1ccccc1C(=O)O
29. Clc1ccc(CSc2ccc(-c3ccccn3)nn2)cc1
30. CN(c1ccccc1C(=O)NCc1ccccn1)S(C)(=O)=O
Assay by compound	25	26	27	28	29	30
HTT ATP protect	-10%[10 µM]	-12%[1.9 µM]	-72%[inhibitor]	-21%[0.074 µM]	-1%[10 µM]	17%
HTT aggregate	-31%	-19%	-3%	-16%	?	14%
SMN2 splice up	7%	7%&-30%	nt	11%	-42%[inhibitor]	3%
Tau fibril ThT	?	-2%&-12%	0%	-9%	-8%	-12%
ALDH1A1 inh	-1%	0%	-9%	5%	0%	-2%
KDM4E inh	-5%	5%	?	-4%	10%	-2%
Tau fibril FP	-2%	-13%&-17%	?	-3%	-1%	2%
Tau fluor cs	-10%	-9%&-16%	-29%	-1%	-10%	-3%

Reprinted from the results shown for reference:
23. Oc1ccc(N2CCN(Cc3ccc(OCCCN4CCCCC4)cc3)CC2)cc1
24. O=C(C1=C[C@@H](c2ccccc2)C[C@@H](OCc2ccc(CO)cc2)O1)N1CCCCCCC1
25. Cn1c(COc2ccc3ccccc3c2)nnc1SCC(=O)OC1CCCCC1
26. COC(=O)CSc1nc(-c2ccc(F)cc2)cc(C(F)(F)F)n1
27. CCNC(=S)Nc1ccc(-c2nc3ccccc3[nH]2)cc1
Assay by compound	23	24	25	26	27
HTT ATP protect	nt	32%[10 µM]	-10%[10 µM]	-12%[1.9 µM]	-72%[inhibitor]
HTT aggregate	16%	16%[9.22 µM]	-31%	-19%	-3%
SMN2 splice up	3%	nt	7%	7%&-30%	nt
Tau fibril ThT	?	?	?	-2%&-12%	0%
ALDH1A1 inh	?	25µM*	-1%	0%	-9%
KDM4E inh	-19%	-17%	-5%	5%	?
Tau fibril FP	-9%	-5%	-2%	-13%&-17%	?
Tau fluor cs	-10%	-17%	-10%	-9%&-16%	-29%

Following part.
31. Cc1occc1C(=O)Nc1cccnc1
32. CN1/C(=C\C(=O)COC(=O)CNC(=O)c2ccc3ccccc3c2)C(C)(C)c2ccccc21
33. CCOC(=O)c1c(C)c(C(=O)NCc2ccc3c(c2)OCO3)c(C)n1CC
34. CCN(CC)CCOCCOC(=O)C(CC)(CC)c1ccccc1
35. CCOC(=O)/C=C(\C)Sc1cc(O)c2ccccc2c1O
36. Cc1ccc2[nH]c(=O)c(CN(CCCO)C(C)c3nnnn3Cc3ccco3)cc2c1 (stereo unspecified)
Assay by compound	31	32	33	34	35	36
HTT ATP protect	0%[0.074 µM]	36%[10 µM]	nt	-4%[10 µM]	-30%[10 µM]	15%[10 µM]
HTT aggregate	22µM*	-30%	-2%	7%[9.22 µM]	-9%[9.22 µM]	-3%[9.22 µM]
SMN2 splice up	6%	-20%	-18%	nt	nt	nt
Tau fibril ThT	2%	?	-9%	-2%	1.8µM*	nt
ALDH1A1 inh	?	?	?	nt	nt	nt
KDM4E inh	2%	?	1%	-27%	3.5µM*	-2%
Tau fibril FP	0%	3%	1%	-3%	4.5µM*	-7%
Tau fluor cs	-2%	-16%	-14%	-10%	?	0%

37. COc1cccc(/C=C/C(=O)OCC(=O)NCc2ccco2)c1OC
38. CCCN(CCC)CC(O)COc1ccc([N+](=O)[O-])cc1 (stereo unspecified)
39. COc1cccc(-c2nc(N3CCN(C)CC3)c3ccccc3n2)c1O
40. CC(C)OCCCn1c(=NC(=O)c2ccncc2)c(C#N)cc2c(=O)n3ccccc3nc21
41. COc1cc(CN2CCC(C(=O)N3CCN(c4ccccc4F)CC3)CC2)cc(OC)c1OC
42. Cn1c(=O)[nH]c(=O)c2c1nc(Sc1ncccn1)n2CCCc1ccccc1
Assay by compound	37	38	39	40	41	42
HTT ATP protect	nt	-11%	-34%[10 µM]	-11%	-6%	-15%
HTT aggregate	20%	0%	15%[9.22 µM]	-17%	12%[9.22 µM]	5%
SMN2 splice up	19%	8%	nt	nt	-13%	16%
Tau fibril ThT	-7%	-8%	?	-8%	-12%	4%
ALDH1A1 inh	3%	?	nt	6%	-16%	1%
KDM4E inh	-20%	-4%	3%	-2%	?	0%
Tau fibril FP	-8%	-2%	?	-2%	-5%	-2%
Tau fluor cs	-3%	-4%	?	-8%	-2%	0%

43. Cc1cc(C)c(S(=O)(=O)N2CCN(C(=O)N(C)C)CC2)c(C)c1
44. O=C(c1ccccc1-c1ccccc1)N1CCCC1
45. CCN(CC)CCCn1c(C)cc2c(c1=O)C(c1ccccc1)C(C#N)=C(N)O2 (stereo unspecified)
46. O=C1Nc2ccccc2S/C1=C/Nc1cccc(Cl)c1
47. CC1(C)CC(=O)C2=C(C1)N(c1ccccc1)C(=O)CC2c1ccsc1 (stereo unspecified)
48. CCOc1ccc(-c2nnn(CC(=O)NCc3ccc(F)cc3)n2)cc1OCC
49. NC(=O)c1ccc(C(F)(F)F)cn1
Assay by compound	43	44	45	46	47	48	49
HTT ATP protect	5%[10 µM]	-5%	-9%	7%	-9%	7%	-2%
HTT aggregate	0%[9.22 µM]	-20%	1%	-25%	-9%	2%	9%[9.22 µM]
SMN2 splice up	nt	8%	-6%	-3%	10%	-5%	-2%
Tau fibril ThT	?	5%	-13%	?	-19%	8%	-8%
ALDH1A1 inh	4.5µM*	7%	-4%	-4%	-5%	2%	-2%
KDM4E inh	0%	8%	-5%	-4%	5%	0%	-2%
Tau fibril FP	-9%	4%	-8%	5%	13%	-1%	1%
Tau fluor cs	4%[2.34 µM]	6%	-20%	-25%	-9%	6%	-11%
